CD40 NFkB inh = CD40 pathway inhibition in BL2 cells; inhibition, % at 10 µM; 83,000 compounds, 0.94% hits; AID 1053188; BL2 NF-kB luciferase reporter, CD40L-induced, 4 h;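 active = mean inhibition of at least 50% with a set share of replicates also reaching that level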;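 also: 0% = neutral control wells and 100% = IKK inhibitor VII at 50 µM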
* = called active by the depositor; ! = a repeat was not active; [ ] = remark or other dose.

SMILES	CD40 NFkB inh
O=C(Cc1ccccc1)N1CCN(S(=O)(=O)c2cccc([N+](=O)[O-])c2)CC1	10
Cc1ccc(S(=O)(=O)NC2=NCN(CCc3ccccc3)CN2)cc1	-6
Cc1cc(NC(=O)CN2C(=O)NC3(CCCCCC3)C2=O)no1	0
O=C1CC(c2ccc(S(=O)(=O)NCc3ccncc3)cc2)CN1 (stereo unspecified)	21
CC(C)(C)c1nc2c(Br)cc(Br)cc2c(=O)o1	-9
CC(C)CC(=O)Nc1nnn(C)n1	2
COc1cccc(S(=O)(=O)NCc2ccc(C(=O)N3CCN(C)CC3)cc2)c1	2
CC(C)CC#Cc1ccc([C@@H]2[C@H](CO)N3C(=O)CN(C(=O)c4ccccn4)C[C@@H]23)cc1	-3[25 µM]
O=C(Nc1ccccn1)c1ccccc1	-7
CN1CCN(c2nc(-c3ccccc3)ncc2S(=O)(=O)c2ccccc2)CC1	12
FC(F)(F)c1cc(-c2cccs2)nc2cc(-c3cccs3)nn12	2
O=C(NNC(=S)Nc1ccc(F)c(Cl)c1)C1CC1	5
CN(CC(=O)Nc1c(Cl)cccc1Cl)C(=O)C1CCN(C(=O)Nc2ccccc2)CC1	3
O=C1CCCN1c1nccs1	7
Cc1cc(C(=O)NCc2cccs2)n(-c2ccccc2)n1	9
Cc1c(Cl)cccc1N(CC(=O)O)S(C)(=O)=O	-2
O=C(Nc1nc2ccccc2s1)c1cc(-c2ccco2)nc2ccccc12	4
O=C(c1ccccc1)N1CC[C@@H]2[C@H](CO)Nc3ccc(-c4ccccc4F)cc3[C@@H]21	-33
CN(C)CC(=O)Nc1ccc2c(c1)[C@H]1C[C@@H](CC(=O)N3CCCCC3)O[C@H](CO)[C@H]1O2	0[25 µM]
CC(OC(=O)c1ccc(-c2ccc(O)cc2)cc1)C(=O)NC1CCCCC1C (stereo unspecified)	6
O=C(CSc1nnnn1C1CCCC1)NCc1cccs1	-4
Cc1ccc(S(=O)(=O)Nc2cccc(C(=O)N3CCOCC3)c2)cc1	3
CCCCCc1nnc(NC(=O)c2ccc(N3CCCC3=O)cc2)s1	6
Cc1noc(C)c1S(=O)(=O)N1CCN(S(=O)(=O)c2ccccc2C#N)CC1	2
c1ccc(-c2nnsc2-c2nc3ccccc3[nH]2)cc1	-31

21 compounds already listed, arranged by formula weight, largest number first:
SMILES	CD40 NFkB inh
CN(C)CC(=O)Nc1ccc2c(c1)[C@H]1C[C@@H](CC(=O)N3CCCCC3)O[C@H](CO)[C@H]1O2	0[25 µM]
CC(C)CC#Cc1ccc([C@@H]2[C@H](CO)N3C(=O)CN(C(=O)c4ccccn4)C[C@@H]23)cc1	-3[25 µM]
Cc1noc(C)c1S(=O)(=O)N1CCN(S(=O)(=O)c2ccccc2C#N)CC1	2
COc1cccc(S(=O)(=O)NCc2ccc(C(=O)N3CCN(C)CC3)cc2)c1	2
O=C(c1ccccc1)N1CC[C@@H]2[C@H](CO)Nc3ccc(-c4ccccc4F)cc3[C@@H]21	-33
CN1CCN(c2nc(-c3ccccc3)ncc2S(=O)(=O)c2ccccc2)CC1	12
O=C(Cc1ccccc1)N1CCN(S(=O)(=O)c2cccc([N+](=O)[O-])c2)CC1	10
CC(OC(=O)c1ccc(-c2ccc(O)cc2)cc1)C(=O)NC1CCCCC1C (stereo unspecified)	6
O=C(Nc1nc2ccccc2s1)c1cc(-c2ccco2)nc2ccccc12	4
CC(C)(C)c1nc2c(Br)cc(Br)cc2c(=O)o1	-9
Cc1ccc(S(=O)(=O)Nc2cccc(C(=O)N3CCOCC3)c2)cc1	3
Cc1ccc(S(=O)(=O)NC2=NCN(CCc3ccccc3)CN2)cc1	-6
FC(F)(F)c1cc(-c2cccs2)nc2cc(-c3cccs3)nn12	2
O=C1CC(c2ccc(S(=O)(=O)NCc3ccncc3)cc2)CN1 (stereo unspecified)	21
O=C(CSc1nnnn1C1CCCC1)NCc1cccs1	-4
Cc1cc(NC(=O)CN2C(=O)NC3(CCCCCC3)C2=O)no1	0
Cc1cc(C(=O)NCc2cccs2)n(-c2ccccc2)n1	9
O=C(NNC(=S)Nc1ccc(F)c(Cl)c1)C1CC1	5
c1ccc(-c2nnsc2-c2nc3ccccc3[nH]2)cc1	-31
O=C(Nc1ccccn1)c1ccccc1	-7
O=C1CCCN1c1nccs1	7

Next results follow:
SMILES	CD40 NFkB inh
COc1cc(S(=O)(=O)n2cnc(C)c2)ccc1Cl	5
Cc1ccccc1NC(=O)C1c2ccccc2Oc2ccccc21	14
CCn1c(=O)c(-c2nc3ccccc3[nH]2)c(O)c2ccccc21	-6
NS(=O)(=O)c1ccc(CCNC(=O)CCCCCn2c(=S)[nH]c3ccc(Br)cc3c2=O)cc1	3
C/C=C/CSc1nc2c(c(=O)[nH]c(=O)n2C)n1CCC	17
COc1ccc(CCC(=O)OCC(=O)N(CC(C)C)c2c(N)n(Cc3ccccc3)c(=O)[nH]c2=O)cc1	-1
COc1ccc(CCN2CC(C(=O)OCc3ccccc3Cl)CC2=O)cc1OC (stereo unspecified)	4
CCc1noc(C)c1C(=O)OCC(=O)Nc1ccc(F)cc1Cl	2
CN(C(=O)CCc1nnc(CCCCc2ccccc2)o1)C1CC(C)(C)NC(C)(C)C1	1
CCCCN(C(=O)C1CC1)C1CCS(=O)(=O)C1 (stereo unspecified)	7
CC1CC(C)CN(c2ccc(S(=O)(=O)N3CCOCC3)cc2)C1 (stereo unspecified)	3
Cc1ccc2c(C)c(C(=O)N(C)Cc3ccncn3)oc2c1C	5
O=C(COc1ccc(Cl)cc1[N+](=O)[O-])N1CCCCC1	17
Cc1ccc(-n2ncc3c(=O)n(CC(=O)N4CCCCCC4)cnc32)cc1	-16
Cc1nc2scc(-c3cccs3)c2c(=O)o1	23
C[C@@H]1CN([C@@H](C)CO)C(=O)CCCn2nncc2CO[C@H]1CN(C)C(=O)Nc1ccc(N2CCCCC2)cc1	-8[25 µM]
O=C(CN1C(=O)NC2(CCCC2)C1=O)NCc1cccc(Cl)c1	-1
COc1ccccc1CNC(=O)COC(=O)c1cc2ccccc2o1	8
O=C(C1CCCCC1)N1C[C@@H]2[C@H](c3ccccc31)[C@H](CO)N2C(=O)c1ccccc1	5
COCCNC(=O)COC(=O)c1cccnc1SC	-17
COc1ccc(CCNC(=O)CCn2c(=O)c3cccn3c3cccnc32)cc1OC	-9
O=C1C2CC3N1CCC31c3ccccc3-n3c1c2ccc3=O (stereo unspecified)	6
Cc1ccc(S(=O)(=O)CCc2ccncc2)cc1	6
O=C(Nc1ccccn1)C1CCN(S(=O)(=O)c2ccc(Cl)cc2)CC1	-29
CCOc1ccccc1NC(=O)c1cccc2c1C(=O)N(CCOC)C2	5
Next compounds.
SMILES	CD40 NFkB inh
O=C1C[C@H](c2ccccc2)C(=O)N[C@H](c2ccccc2)C/C=C\C[C@@H](c2ccccc2)N1	19[25 µM]
CC1CC(Nc2ccccc2)c2ccccc2N1C(=O)c1ccncc1 (stereo unspecified)	-2
COCCN1Cc2c(sc(C)c2C)N(C(=O)c2ccccc2)C1	-95
O=C(C[C@@H]1C=C[C@H](NS(=O)(=O)c2ccc(F)cc2)[C@@H](CO)O1)N1CCc2ccccc2C1	2[25 µM]
COc1ccc(OC)c(S(=O)(=O)N(C)CC(=O)O)c1	8
O=C(Nc1nc(-c2nc3ccccc3s2)cs1)c1ccco1	-93
COc1cccc(S(=O)(=O)N2[C@@H]3CNC[C@H]2C3c2ccc(-c3cccc(C)c3)cc2)c1 (stereo partly specified)	2[25 µM]
O=C(Cn1c(=O)n(Cc2ccco2)c(=O)c2cc(Cl)ccc21)NCC1CCCO1 (stereo unspecified)	9
CCOc1ccc(CCNC(=O)C2CCN(c3nnc(-n4cccc4)s3)CC2)cc1	6
Cc1cccc(C)c1NC(=O)CNC(=O)C12CC3CC(CC(O)(C3)C1)C2	9
C[C@H]1CN([C@@H](C)CO)C(=O)c2ccccc2-c2ccccc2CO[C@@H]1CN(C)C(=O)Cc1ccccc1	-10[25 µM]
O=C(c1ccc(OCC2CCCO2)cc1)N1CCN(c2ccccc2)CC1 (stereo unspecified)	-8
O=C(c1ccccc1)N1C[C@@H]2[C@H](c3ccccc31)[C@H](CO)N2Cc1cc(F)ccc1F	-2[25 µM]
CCS(=O)(=O)Nc1cccc(-c2nc3cccnc3s2)c1	-90
CCNC(=O)C1(C)CCN(C(=O)C(c2ccccc2)c2ccccc2)C1 (stereo unspecified)	9
COC(=O)c1cscc1S(=O)(=O)Cc1ccccc1	2
COc1ccccc1NS(=O)(=O)c1ccc(Cl)cc1	4
Fc1ccc(-c2ccc(CNCc3ccccn3)o2)cc1	-36
CCC(=O)NCCCOc1ccccc1	-1
O=C(OCCN=C1NS(=O)(=O)c2ccccc21)c1cccnc1	-1
CSc1ccccc1NC(=O)COC(=O)Cc1ccsc1	5
Nc1c(C(=O)N2CCCCC2)sc(=S)n1-c1ccccc1	-13
O=C(CC1CCCC1)N1CCN(S(=O)(=O)c2ccccc2)CC1	9
CCC(C(=O)Nc1cc(C)nn1-c1nc(C)cc(C)n1)c1ccccc1 (stereo unspecified)	7
N#C[C@@H]1[C@@H](c2ccccc2)[C@H](CO)N1S(=O)(=O)Cc1ccccc1	13
Further records
SMILES	CD40 NFkB inh
CC(C)N1CCc2c(sc(NC(=O)CCc3ccccc3)c2C(N)=O)C1	6
CCN(CC(=O)NCc1cccs1)C(=O)c1ccc(OC)c(S(=O)(=O)N2CCOCC2)c1	2
N#C[C@H]1[C@@H](c2ccc(/C=C/c3ccccc3)cc2)[C@@H](CO)N1C(=O)Nc1ccccc1F	7
FC(F)(F)c1ccccc1NC(=S)NC1CCN(Cc2ccccc2)CC1	3
O=S(=O)(c1cccc(F)c1)N1[C@@H]2CNC[C@H]1C2c1ccc(-c2ccccc2F)cc1 (stereo partly specified)	-4[25 µM]
CCOC(=O)c1sc2nc(C)cc(-c3ccccc3)c2c1N	-5
C[C@H]1CN([C@@H](C)CO)C(=O)c2cc(-c3ccc(C#N)cc3)cnc2O[C@@H]1CN(C)Cc1cccnc1	3[25 µM]
CCCCN(C)CCCNC(=O)Cn1c(=O)sc2ccccc21	3
O=c1[nH]c(=S)c2[nH]c(=S)n(-c3ccccc3)c2[nH]1	5
O=C(Cc1cccs1)N/N=C/c1ccccc1	-26
CC(C)(C)OC(=O)COc1cc(OCC(=O)OC(C)(C)C)c2c(=O)cc(-c3ccccc3)oc2c1	57*!
O=C(NCC(c1ccco1)N1CCCCC1)c1ccc2c(c1)S(=O)(=O)c1ccccc1C2=O (stereo unspecified)	8
COc1ccccc1-c1cn(CC[C@H]2CC[C@@H](NC(=O)C3CCCCC3)[C@@H](CO)O2)nn1	6[25 µM]
CN1c2ccc(C#Cc3cccc(F)c3)cc2[C@H]2[C@H](CCN2S(=O)(=O)c2ccccc2F)[C@@H]1CO	2[25 µM]
O=C(OCCN=C1NS(=O)(=O)c2ccccc21)c1ccco1	3
CCOc1ccc(S(=O)(=O)N2CCN(C(=O)c3ccccc3Cc3ccccc3)CC2)cc1	-5
NC(=O)Nc1ccc(C(=O)OCC(=O)c2c[nH]c3ccccc23)cc1	-26
CCS(=O)(=O)N1CCC(C(=O)NCCCOC)CC1	1
O=S(=O)(NCC1CCN(S(=O)(=O)c2ccccc2)CC1)c1ccccc1	7
Cc1cc(=O)oc(C)c1C(=O)NCCC(C)C	24
C[C@@H]1CN([C@@H](C)CO)C(=O)c2cc(N(C)C)ccc2O[C@@H]1CN(C)Cc1ccc(Oc2ccccc2)cc1	14[25 µM]
O=C(c1cccnc1)N1C[C@@H]2[C@H](c3ccccc31)[C@@H](CO)N2C(=O)C1CC1	6
OCCC1CN(Cc2cccn2-c2ncccn2)CCN1CCc1ccccc1 (stereo unspecified)	7
COC(=O)COc1ccc(C2Nc3c(Cl)ccc(C(=O)O)c3C3C=CCC32)cc1 (stereo unspecified)	-2
CC(NC(=O)COc1ccc(N(C)S(=O)(=O)c2ccccc2)cc1)c1ccccc1 (stereo unspecified)	-2

The list goes on, overlapping the part above by 2 compounds.
SMILES	CD40 NFkB inh
COC(=O)COc1ccc(C2Nc3c(Cl)ccc(C(=O)O)c3C3C=CCC32)cc1 (stereo unspecified)	-2
CC(NC(=O)COc1ccc(N(C)S(=O)(=O)c2ccccc2)cc1)c1ccccc1 (stereo unspecified)	-2
COc1ccccc1NC(=O)N1C[C@@H]2N[C@H](C1)C2c1ccc(-c2cccc(C(=O)N(C)C)c2)cc1 (stereo partly specified)	0
CCOc1ccc(C(=O)N2CCCC2C(=O)O)cc1 (stereo unspecified)	12
CCCCNC(=O)c1ccc2c(c1)N(CC)C(=O)CS2	10
COCCCN1Cc2cccc(C(=O)O)c2C1=O	15
CC(C)CCOC(=O)C[N+](C)(C)CCOC1CC2CCC1(C)C2(C)C (stereo unspecified)	48
CN1C(=O)c2cc(NC(=O)C3CCCCC3)ccc2OC[C@@H]2O[C@H](CC(=O)NCC3CCCCC3)CC[C@@H]21	5
CCOC(=O)N1CCC(NC(=O)c2cc3c(=O)[nH]c4ccccc4c3n2C)CC1	2
O=C(O)CC1(c2ccc(F)cc2)C2CC3CC(C2)CC1C3 (stereo unspecified)	1
CCn1c(C)cc(C(=O)COC(=O)CNC(=O)c2ccco2)c1C	-4
O=C(CC1CCCC1)Nc1cc(S(=O)(=O)N2CCOCC2)ccc1O	21
COCCCN1C(=O)N(c2ccccc2)C(=O)C1CC(=O)Nc1ccccc1 (stereo unspecified)	9
O=C(C[C@@H]1C[C@@H]2c3cc(NC(=O)Nc4ccc(F)cc4)ccc3O[C@@H]2[C@H](CO)O1)NC1CCCC1	-3
COc1ccc(-n2c(C)cc(-c3cn4cccc(C)c4n3)c2C)cc1	-10
CCOC(=O)C1(C)CCN1C(=O)c1c(F)cccc1F (stereo unspecified)	4
Cn1c(CNc2cccc(C(F)(F)F)c2)n[nH]c1=S	10
CCOc1cc(C)c(Cl)cc1S(=O)(=O)N(CC)CC	14
COc1ccc(C(=O)CN2C3=NCCCN3c3ccccc32)cc1OC	22
O=C(Nc1ccccc1F)N[C@H]1CC[C@H](CCNC(=O)C2CC2)O[C@@H]1CO	3[25 µM]
O=C(Nc1ccccc1)c1cc(S(=O)(=O)Nc2cccnc2)ccc1Cl	20
CCOC(=O)Cn1cc(C(=O)OC)c2ccccc21	6

Not all compounds are listed (hit frequency here may not be typical).
